# HRas wt GTP bind = modulators of GTP binding to human HRas wildtype; P01112; GST-Ras wt beads, Bodipy-FL-GTP binding, flow cytometry; actives lie on both sides; GTP binding activity, % at 10 µM; hit rate 0.14% among 190,000;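 active = GTP binding activity at least 20% away from the 100% baseline, either lowered as inhibitor or raised as activator; inconclusive = flagged as likely green fluorescent, judged across all proteins in the well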;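 also: 0% = unlabeled GTP competition control and 100% = no-compound control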
# Target sequence (P01112 whole entry, looked up): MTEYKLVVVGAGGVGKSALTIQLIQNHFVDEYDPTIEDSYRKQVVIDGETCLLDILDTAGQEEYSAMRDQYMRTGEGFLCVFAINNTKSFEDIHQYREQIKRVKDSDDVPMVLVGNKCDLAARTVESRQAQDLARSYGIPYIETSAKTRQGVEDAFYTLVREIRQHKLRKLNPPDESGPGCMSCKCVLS
# Mcl-1 Bim block = human Bim-Mcl-1 interaction inhibition. Bead-based flow cytometry, Bim peptide-Mcl-1 binding. Q07820. hit rate 0.1% among 190,000. inhibition, % at 10 µM. AID 1009; in the data active = inhibition above about 40%;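 also: 0% = no compound tracer wells and 100% = peptide blocker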
# Target sequence (Q07820 whole entry, looked up): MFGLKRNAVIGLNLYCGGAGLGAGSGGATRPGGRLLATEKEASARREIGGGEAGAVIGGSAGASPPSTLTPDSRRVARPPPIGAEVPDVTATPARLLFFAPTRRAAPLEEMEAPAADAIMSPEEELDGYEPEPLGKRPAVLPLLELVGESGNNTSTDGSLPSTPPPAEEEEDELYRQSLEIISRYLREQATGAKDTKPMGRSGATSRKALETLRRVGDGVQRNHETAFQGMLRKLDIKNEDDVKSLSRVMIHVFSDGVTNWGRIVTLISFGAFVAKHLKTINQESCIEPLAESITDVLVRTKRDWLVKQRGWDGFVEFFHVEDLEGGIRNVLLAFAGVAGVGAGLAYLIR
# Pf gametocyte = P. falciparum stage V gametocyte viability inhibition; inhibition, % at 10.9 µM; P. falciparum stage V gametocytes, ATP luminescence, 24 h; hit rate 0.065% among 150,000;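 active = inhibition above the mean plus 3 SD of compounds within the control limits, set per campaign, cut at about 38% in these data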;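 also: 0% = DMSO wells and 100% = medium only without gametocytes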
# Avidin fluor = avidin bead compound fluorescence profile | Avidin beads, compound fluorescence 488/530 nm, flow cytometry; stronger effect = higher value | fluorescence (KMESF) at 10 µM | hit rate 0.38% among 220,000 | AID 1775; in the data active = fluorescence above about 47; also: inactives centre near 10
# Rab7 wt GTP bind = modulators of GTP binding to dog Rab7 wildtype GTPase. GST-Rab7 beads, fluorescent GTP binding, flow cytometry; actives lie on both sides; untreated = 100%, excess cold GTP = 0%. hit rate 0.055% among 190,000. AID 758. GTP binding activity (percent of control), % at 10 µM;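 active = fluorescent GTP binding to Rab7 beads changed by at least 20 points from the 100% baseline, either direction, mostly lower; inconclusive = compound itself probably fluorescent, or too few beads counted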;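 also: median green fluorescence of bound Bodipy-FL-GTP per Rab7 bead population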
# Rac1 mut GTP = alters GTP binding to activated mutant human Rac1; GST-Rac1 activated beads, fluorescent GTP binding, flow cytometry; actives lie on both sides; 100% means binding = to untreated wells; percent activity (GTP binding), % at 10 µM; hit rate 0.11% among 190,000; AID 764;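 active = GTP binding at least 20 percentage points away from the 100% baseline, in either direction, so actives lie on both sides; inconclusive = Compound likely fluorescent itself, or too few beads counted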
# Rac1 wt GTP bind = human Rac1 wildtype GTP binding, inhibitors and activators | hit rate 0.27% among 190,000 | GTP binding activity (% of control), % at 10 µM | P63000 | GST-Rac1 beads, fluorescent GTP binding, flow cytometry; actives lie on both sides; 0 = cold GTP competed, 100 = untreated;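 active = GTP binding activity at least 20 points away from the 100% control level, either lower or higher; inconclusive = compound flagged as likely green fluorescent, judged across all proteins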
# Mcl1-Noxa inh = Mcl-1/Noxa interaction inhibition. Q07820. TR-FRET Mcl-1/Noxa peptide binding, 2 h. inhibition, % at 21.7 µM. hit rate 1.5% among 220,000;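 active = compounds that cut the protein-peptide binding signal by more than 50% relative to plate controls in a single-dose test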;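 also: His-tagged Mcl-1 with rhodamine Noxa BH3 peptide and terbium anti-His antibody; 0% = Mcl-1 plus Noxa peptide wells and 100% = peptide-only wells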
# Cdc42 wt GTP = human Cdc42 wildtype GTP binding change, either direction; percent activity (GTP binding), % at 10 µM; hit rate 0.2% among 190,000; GST-Cdc42 beads, Bodipy-GTP binding, flow cytometry; actives lie on both sides; AID 761; P60953;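 active = percent activity GTP binding at least 20 points away from the 100% baseline, either down as inhibitor or up as activator; inconclusive = compound flagged as likely green fluorescent from well-wide comparison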;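 also: median bead fluorescence of bound Bodipy-FL-GTP at 100 nM; 0% = excess unlabeled GTP control and 100% = no compound control; below 100% means less GTP binding so inhibitor and above means activator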
# Target sequence (P60953 whole entry, looked up): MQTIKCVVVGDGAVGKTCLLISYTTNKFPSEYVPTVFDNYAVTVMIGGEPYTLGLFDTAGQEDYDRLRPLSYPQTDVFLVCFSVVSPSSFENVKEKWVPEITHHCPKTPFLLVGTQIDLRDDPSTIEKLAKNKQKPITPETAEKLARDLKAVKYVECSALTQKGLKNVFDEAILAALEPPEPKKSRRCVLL
# Rab2A wt mod = changes GTP binding to wildtype dog Rab2A, up or down. P61105. GST-Rab2 wt beads, Bodipy-GTP binding, flow cytometry. GTP binding activity, % at 10 µM. hit rate 0.19% among 190,000. AID 760;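 active = GTP binding activity at least 20 points away from 100%, either lowered or raised; inconclusive = signal likely due to the compound's own green fluorescence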;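 also: 0% = beads with excess unlabeled GTP and 100% = no-compound control corrected for plate trend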
# Mcl1-Bid inh = Mcl-1/Bid interaction inhibition; Q07820; TR-FRET Mcl-1/Bid-Dy647 peptide binding, 1536-well; inhibition, % at 21.7 µM; hit rate 0.97% among 220,000; AID 1021;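 active = compounds that cut the binding signal by more than half at the single screening dose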;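 also: His-tagged Mcl-1 with europium anti-His antibody binding Bid BH3 peptide; 0% = Mcl-1 plus peptide wells and 100% = peptide-only wells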
# Numbers without * were called inactive; ? = inconclusive; · = not tested or not shown. This is a random part of the collection; about 2.7% have a hit in one of these screens.
SMILES,HRas wt GTP bind,Mcl-1 Bim block,Pf gametocyte,Avidin fluor,Rab7 wt GTP bind,Rac1 mut GTP,Rac1 wt GTP bind,Mcl1-Noxa inh,Cdc42 wt GTP,Rab2A wt mod,Mcl1-Bid inh
CCOc1ncccc1C(=O)OCC(=O)Nc1ncc(C(F)(F)F)cc1Cl,102.0,0.0,8.4,9,101.0,98.0,104.0,5.3,102.0,102.0,-17.8
CNC(=S)N/N=C/C1=CCC2CC1C2(C)C (centres undefined),97.0,15.0,2.4,12,98.0,96.0,101.0,7.1,101.0,96.0,-4.0
CC1Cc2ccccc2N1C(=O)CCn1c(=O)oc2ccccc21 (centres undefined),100.0,0.0,·,7,100.0,98.0,100.0,7.0,99.0,99.0,-23.0
Cc1cc(C)c(S(=O)(=O)N2CCOCC2)cc1NS(=O)(=O)c1cc(OCC(N)=O)c(C)cc1Cl,93.0,0.0,-7.6,1,102.0,85.0,94.0,-3.4,89.0,92.0,-3.1
CC(C)C1N=C2c3ccccc3N=C(SCc3cc(=O)n4cc(Cl)ccc4n3)N2C1=O (centres undefined),95.0,-4.0,0.1,8,92.0,95.0,102.0,-7.4,97.0,94.0,0.4
CCc1ccc(C2C(C#N)=C(N)Oc3n[nH]c(CC(=O)OC)c32)cc1 (centres undefined),99.0,-5.0,·,6,98.0,97.0,104.0,-10.3,99.0,101.0,-28.6
COc1ccc(-c2cc(=NC(CC(C)C)C(=O)O)c3cc(C)ccc3o2)cc1 (centres undefined),100.0,-2.0,6.4,3,102.0,100.0,99.0,47.0,99.0,101.0,-0.4
O=C(OCc1nnc(-c2ccccc2)o1)c1ccc(Cl)cc1,92.0,0.0,10.0,22,92.0,91.0,91.0,-9.0,93.0,91.0,-17.6
COc1ccccc1C(c1nnnn1C(C)(C)C)N1CCCCCC1 (centres undefined),103.0,-4.0,·,33,104.0,99.0,102.0,-18.2,103.0,102.0,-13.6
O=C(CCCn1c(=O)[nH]c2cc(Cl)ccc2c1=O)NCCCN1CCCC1,96.0,-1.0,34.8,8,100.0,98.0,99.0,10.9,99.0,99.0,-7.5
COc1ccccc1NC(=O)c1cc(S(=O)(=O)N2CCOCC2)ccc1Cl,96.0,0.0,·,13,95.0,96.0,94.0,6.1,98.0,96.0,4.3
O=C(O)c1c(-c2ccc(Cl)cc2)cn2ccccc12,92.0,1.0,·,9,91.0,88.0,92.0,-6.3,91.0,93.0,-26.3
Cc1ccc(S(=O)(=O)NNC(=O)Nc2ccc(Cl)c(Cl)c2)cc1,99.0,-3.0,21.1,9,107.0,97.0,97.0,-4.5,98.0,98.0,-36.5
Cc1ccc(C(=O)NCc2ccccc2)cc1Br,102.0,-2.0,·,5,102.0,100.0,103.0,-7.1,99.0,101.0,-22.8
CCN(CC)C(=O)CCc1nnc(CCc2c[nH]c3ccccc23)o1,95.0,1.0,8.1,12,91.0,96.0,99.0,-13.3,96.0,95.0,-52.1
COc1ccc2c(c1)c1nc3ccccc3nc1n2Cc1ccc(OC)c(OC)c1,100.0,-3.0,10.6,13,99.0,99.0,102.0,-10.8,99.0,99.0,5.9
CCCC1CCC(c2ccc(C(N)=O)cc2)CC1 (centres undefined),97.0,5.0,·,8,94.0,98.0,98.0,·,99.0,97.0,·
O=C(CCN1C(=O)c2ccccc2C1=O)NC(=S)Nc1ccccc1,99.0,-6.0,-0.5,9,99.0,99.0,101.0,26.4,102.0,99.0,-16.0
COC(=O)CCC(=O)NN1C(=O)c2ccccc2C1=O,96.0,1.0,11.8,10,94.0,95.0,96.0,0.8,95.0,96.0,-5.1
CC(C)CC(NC(=O)OC(C)(C)C)c1cn([C@@H](Cc2cc3ccccc3[nH]2)C(=O)N2CCN(C(=O)OC(C)(C)C)CC2)nn1 (some centres undefined),96.0,2.0,4.7,6,103.0,94.0,94.0,7.6,96.0,98.0,-7.3
CC1CCN(c2nnc(N)s2)CC1,101.0,-1.0,23.1,22,101.0,96.0,100.0,14.2,102.0,100.0,-104.1
CCOC(=O)CNC(=O)CSc1nc2ncc(Br)cc2[nH]1,102.0,2.0,-48.4,11,98.0,98.0,101.0,10.6,103.0,102.0,-9.8
COc1ccc(N2CCN(c3oc(COc4ccc(Cl)cc4Cl)nc3C#N)CC2)cc1,98.0,-4.0,·,9,98.0,98.0,90.0,19.0,98.0,98.0,-13.1
COc1cccc(NC(=O)C(=O)NCc2ccncc2)c1,98.0,2.0,-2.9,10,108.0,97.0,98.0,8.2,96.0,103.0,-16.7
CCOC(=O)C/C(C)=N/NC(=O)c1cccs1,102.0,0.0,·,35,97.0,97.0,104.0,18.6,103.0,102.0,-16.6

# The listing continues.
SMILES,HRas wt GTP bind,Mcl-1 Bim block,Pf gametocyte,Avidin fluor,Rab7 wt GTP bind,Rac1 mut GTP,Rac1 wt GTP bind,Mcl1-Noxa inh,Cdc42 wt GTP,Rab2A wt mod,Mcl1-Bid inh
Cc1cc(C)nc(/N=C2\NC(=O)CC(C(=O)O)N2c2ccc(Oc3ccccc3)cc2)n1 (centres undefined),94.0,-2.0,·,14,96.0,93.0,91.0,10.6,93.0,94.0,11.9
CCCNC(=O)CN(Cc1ccco1)S(=O)(=O)c1ccc(OCC)cc1,105.0,-1.0,-4.7,5,109.0,104.0,105.0,5.0,101.0,104.0,-40.7
CC(=O)Nc1ccc2nc(-c3cccnc3)[nH]c2c1,100.0,-1.0,·,33,101.0,99.0,105.0,9.9,100.0,100.0,11.7
CCCCn1c(N)c(N(CCC(C)C)C(=O)COC(=O)c2ccco2)c(=O)[nH]c1=O,105.0,2.0,·,8,99.0,101.0,102.0,9.4,106.0,105.0,-9.4
COc1ccc(NC(=O)Cn2nnc(C(=O)NCc3ccccc3)c2N)cc1Cl,106.0,-1.0,6.8,13,107.0,101.0,107.0,2.6,102.0,107.0,13.7
CC1CCN(c2ccc(C(=O)Nc3nnc(C4CC4)s3)cc2[N+](=O)[O-])CC1,97.0,-13.0,-7.0,19,96.0,99.0,97.0,-3.0,98.0,97.0,-1.7
COC(=O)c1cc(NCc2ccccc2F)ccc1N1CCOCC1,?,-2.0,·,8,?,?,?,12.5,?,?,-27.8
O=C(Oc1ccc(Cl)c2cccnc12)c1cccc([N+](=O)[O-])c1,97.0,-6.0,7.9,8,93.0,98.0,97.0,-7.5,93.0,96.0,-8.6
Cc1cc(C)n(-c2ccc([N+](=O)[O-])cc2)n1,100.0,-1.0,·,10,100.0,102.0,101.0,13.0,102.0,102.0,-1.2
CSc1ccc(C(=O)C2CCCN(C(=O)c3cc4cc(F)ccc4[nH]3)C2)cc1 (centres undefined),93.0,-3.0,·,11,95.0,93.0,94.0,-28.6,93.0,92.0,-23.1
C=CCOc1cccc(C(=O)N2CCCC(CNS(=O)(=O)c3cccs3)C2)c1 (centres undefined),91.0,0.0,14.3,10,91.0,94.0,96.0,12.0,92.0,91.0,-20.2
Cc1cc(C)nc(SCc2ccc(C(=O)N/N=C/c3cccc(O)c3O)cc2)n1,101.0,-4.0,4.5,2,96.0,103.0,100.0,32.9,104.0,97.0,-61.4
O=C1C(Cl)=C(N2CCN(c3ccccc3[N+](=O)[O-])CC2)C(=O)c2ccccc21,91.0,3.0,4.0,4,87.0,85.0,92.0,38.8,88.0,88.0,-89.5
CN(C)c1nc(N)nc(CSc2n[nH]c(-c3ccccc3)n2)n1,100.0,0.0,19.9,7,99.0,98.0,104.0,-1.0,100.0,99.0,-14.8
Cc1ccccc1Cn1nc(C)c(NC(=O)c2sc3ccccc3c2Cl)c1C,98.0,0.0,·,38,96.0,96.0,99.0,20.2,98.0,98.0,-7.9
Cc1ccc(SCc2[nH]nc3c2C(c2ccc(C)o2)C(C#N)=C(N)O3)cc1 (centres undefined),102.0,-5.0,·,34,98.0,99.0,102.0,1.0,102.0,99.0,-25.9
CC(=O)Nc1ccc(C(=O)CSc2nnnn2C(C)C)cc1,105.0,1.0,-7.7,6,104.0,103.0,108.0,12.7,105.0,102.0,-16.7
O=C(c1ccccc1Oc1ccccc1)N1CCN(c2ccc(F)cc2)CC1,100.0,0.0,·,7,101.0,99.0,98.0,26.6,101.0,100.0,-11.2
CCOc1ccc(/C=C/c2c([N+](=O)[O-])c(=O)n(C)c(=O)n2C)cc1,?,3.0,9.0,11,?,?,?,-21.2,?,?,-10.7
COCCCNC(=O)CCn1c(=O)c2ccccc2n(CC(=O)Nc2cc(Cl)ccc2C)c1=O,101.0,1.0,-4.4,6,101.0,101.0,103.0,2.9,101.0,103.0,-3.6
NC(=O)c1ccc(NC(=O)c2ccc3c(c2)OCO3)cc1,90.0,3.0,-14.7,17,92.0,93.0,91.0,-6.4,91.0,90.0,-1.4
O=C(NCCN1CCOCC1)c1noc2c1CCc1ccccc1-2,102.0,-6.0,·,20,102.0,98.0,108.0,14.5,104.0,102.0,-16.6
CC(C)(C)OC(=O)N1CCC[C@@H]1C(=O)N1CCC(C(=O)O)CC1,100.0,-4.0,·,9,102.0,99.0,93.0,23.4,102.0,101.0,-18.2
CCOc1cc(/C=C(\C#N)C(=O)NCC2CCCO2)ccc1O (centres undefined),101.0,-8.0,-4.3,11,101.0,99.0,106.0,7.7,101.0,100.0,-73.8
CC(C)c1ccccc1OCCNC(=S)NC(=O)c1cccnc1,95.0,-3.0,-26.6,9,93.0,98.0,97.0,16.6,101.0,92.0,-33.8

# Next structures follow.
SMILES,HRas wt GTP bind,Mcl-1 Bim block,Pf gametocyte,Avidin fluor,Rab7 wt GTP bind,Rac1 mut GTP,Rac1 wt GTP bind,Mcl1-Noxa inh,Cdc42 wt GTP,Rab2A wt mod,Mcl1-Bid inh
COc1ccc(Nc2nc3ccccc3nc2NS(=O)(=O)c2cccs2)cc1,101.0,-2.0,-13.2,10,101.0,98.0,100.0,19.7,103.0,99.0,14.6
O=C(c1cccc(Cl)c1)N(Cc1cccs1)C1CCS(=O)(=O)C1 (centres undefined),103.0,-2.0,3.6,5,102.0,100.0,102.0,8.4,102.0,102.0,-7.2
CC(=O)Nc1ccc(NC(=O)c2ccccc2Sc2ccc([N+](=O)[O-])cc2Cl)cc1,102.0,-5.0,-6.6,6,102.0,98.0,99.0,12.5,98.0,99.0,-5.6
Cc1cc2nc(SC(C)C(=O)O)[nH]c2cc1C (centres undefined),100.0,-2.0,·,14,104.0,94.0,100.0,-8.9,97.0,100.0,1.7
O=C(CN1C(=O)C2CC=CCC2C1=O)NC1CCCc2ccccc21 (centres undefined),103.0,3.0,·,5,102.0,100.0,104.0,2.6,105.0,103.0,-29.6
C#CCOCCOCCOCCNc1nc(N2CCN(C(=O)Cn3cc(CCO)nn3)CC2)nc(N2CCN(C(=O)[C@H](C(C)C)n3cc(CCO)nn3)CC2)n1,98.0,1.0,-4.8,7,94.0,96.0,104.0,30.9,100.0,98.0,36.3
